Screens as filed in PubChem.
Sm TGR inh = blocks Schistosoma mansoni thioredoxin glutathione reductase; purified TGR, DTNB reduction, TNB absorbance 405 nm; Potency, µM (doses to about 114 µM), inactives show at the highest dose activity change, negative = inhibition, usual class: inhibitors; 360,000 tested, 3% active; note: nearly all actives have a fitted effect of over 60% in size
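First, TGR (20 nM dispensed) and NADPH were mixed with compound. Second, a 15 min room-temperature incubation followed. Third, further NADPH and then DTNB were added to start the reaction. Finally, TNB absorbance was monitored kinetically.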
Pf growth 48h = inhibits P. falciparum growth in the first generation, 48 h. P. falciparum luciferase growth in erythrocytes, 48 h. Potency, µM (highest dose often 28.7 µM), without a hit: at the top dose activity change, negative = inhibition, hits mostly inhibitors. 310,000 tested, 5.9% active. AID 504832
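Growth was read as firefly luciferase luminescence after a 48 h, 37 C, 5% CO2 exposure of compounds to reporter-bearing P. falciparum cultures (0.1% parasitemia, 2% hematocrit final) in Albumax-supplemented RPMI 1640.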
HCV inhibitor = inhibitors of hepatitis C virus infection; Huh7.5.1 HCVcc-Cre infection, luciferase reporter, 44 h; Potency, µM (top dose mostly 41.8 µM), without a hit: at the highest dose activity change, negative = inhibition, hits mostly inhibitors; 340,000 tested, 3.4% active; AID 651820
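Whole-lifecycle infectious HCVcc-Cre system; cells 1,000/well, compound then virus (~0.5 moi) added 4 h after plating, 44 h culture. Luciferase read 15 sec following 15 min substrate incubation, room temp.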
TbPYK inhibitor = blocks Trypanosoma brucei pyruvate kinase. TbPYK enzyme, Kinase-Glo Plus ATP luminescence, 45 min. Q57TT1. 410,000 tested, 0.12% active. AID 624173. Potency, µM (series often up to 76.8 µM), inactives show top-dose activity, negative = inhibition, usual class: inhibitors; note: nearly all actives have a fitted effect of over 50% in size
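Enzyme and substrate buffer are dispensed first and compound is pin-transferred. ADP at 130 uM final then starts the reaction, which runs 45 min at room temperature. Detection reagent is added for 10 min before luminescence is imaged.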
LmPK inhibitor = blocks Leishmania mexicana pyruvate kinase activity | Q27686 | Potency, µM (titrated, usually from 57.5 µM), without a hit: at the highest dose activity change, negative = inhibition, actives largely listed as inhibitors | 290,000 tested, 0.37% active | purified LmPK, Kinase-Glo ATP luminescence, 1 h
Target sequence (Q27686 whole entry, looked up): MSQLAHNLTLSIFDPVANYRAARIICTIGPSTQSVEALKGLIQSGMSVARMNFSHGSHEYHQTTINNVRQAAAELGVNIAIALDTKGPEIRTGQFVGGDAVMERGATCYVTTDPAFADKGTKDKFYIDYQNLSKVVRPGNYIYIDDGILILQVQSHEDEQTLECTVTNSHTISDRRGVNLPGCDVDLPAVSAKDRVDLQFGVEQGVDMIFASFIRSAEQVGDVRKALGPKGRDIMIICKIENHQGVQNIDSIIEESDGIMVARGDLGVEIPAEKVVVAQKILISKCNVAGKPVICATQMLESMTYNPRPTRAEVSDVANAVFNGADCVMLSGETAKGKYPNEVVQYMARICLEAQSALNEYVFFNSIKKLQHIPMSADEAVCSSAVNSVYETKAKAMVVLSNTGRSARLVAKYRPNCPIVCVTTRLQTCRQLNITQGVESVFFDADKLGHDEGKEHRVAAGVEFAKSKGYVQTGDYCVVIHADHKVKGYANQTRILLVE
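Screened at intermediate enzyme activity to detect both inhibitors and activators: LmPK at 0.1 nM, with a 0.5 nM enzyme column as activation reference. PEP 0.5 mM, ADP 0.1 mM; ATP detected by luminescence after 1 h.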
Pf growth 96h = inhibits malaria parasite growth, 96 h; P. falciparum luciferase reporter growth, 96 h; Potency, µM (highest dose often 28.7 µM), for the others: at the top dose activity change, negative = inhibition, usual class: inhibitors; 320,000 tested, 6.9% active
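P. falciparum expressing integrated firefly luciferase grown in erythrocytes (2% hematocrit, 0.05% parasitemia final) with compounds for 96 hours at 37 C, 5% CO2. Growth inhibition read as loss of luminescence after adding luciferase detection reagent.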
An asterisk follows results filed as active; u = inconclusive; x = no result given; [ ] = dose if it differs, or a comment. Calls come from the whole dose curve; as a rule, active = well fitted curve in the direction sought with a large enough effect; inconclusive = small, poorly fitted or top-dose-only effect, or another doubt; inactive = no such curve, though single readings can be large; an effect the other way counts as inactive or inconclusive. % is set by controls: 0 for no effect and ±100 for the full control effect; potency is the fitted concentration of half-maximal effect. Outcome played no part in choosing rows (roughly 16% active in at least one column).

SMILES	Sm TGR inh	Pf growth 48h	HCV inhibitor	TbPYK inhibitor	LmPK inhibitor	Pf growth 96h
CCCC12CN(C(=O)c3ccc([N+](=O)[O-])cc3)CC(C)(CN(C(=O)c3ccc([N+](=O)[O-])cc3)C1)C2=O	2%	12µM*	u	u	3%	10µM*
COc1ccc(NC(=O)c2ccc(Cn3cc(Cl)cn3)cc2)cc1	2%	58%[activator]	0%	1%	-4%	0%
O=C(Nc1cccc(C(=O)O)c1)/C(=C\c1ccccc1Cl)NC(=O)c1ccco1	5%	-15%	-11%	-2%	0%	0%
CC(C)(C)n1nnnc1C(c1ccc(C(F)(F)F)cc1)N(Cc1ccc(F)cc1)Cc1ccco1 (centres undefined)	7%	1.9µM*	-13%	-16%	1%	-18%
Cn1c(/C=N/c2nc3ccccc3[nH]2)nc2ccccc21	-10%	13%	19%	-2%	-1%	x
Cc1ccc(C(=O)N/C(=C/c2ccco2)C(=O)N2CCCCC2)cc1	u	-10%	-18%	-11%	-2%	33%[activator]
COc1ccc(CN2CCn3ncc(C(=O)Nc4ccc(Cl)cc4Cl)c3C2=O)cc1	-7%	18%	13%	-7%	3%	-4%
COC(=O)[C@H](CC(C)C)NS(=O)(=O)c1ccccc1	2%	-17%	10%	2%	4%	u
Cc1cccc(NC(=O)C2CCCC2)c1	-11%	2%	21%	2%	5%	-13%
COc1ccc(Cl)c(Cn2c(NCC(C)O)nc3c2c(=O)n(C)c(=O)n3C)c1 (centres undefined)	-13%	u	u	0%	0%	u
CCN(CC(=O)NCc1cccs1)C(=O)/C=C/c1cccc(Br)c1	0%	5%	3%	4%	x	-1%
Cc1oc(-c2cccc(F)c2)nc1CN1CCCCC1CCc1ccccn1 (centres undefined)	0%	13µM*	-15%	-3%	1%	u
COc1cc(NC(=O)COC(C)=O)c(C)cc1[N+](=O)[O-]	-1%	13%	-26%	7%	3%	-1%
CCOC(=O)C1=C(C)Nc2nnnn2C1c1cccnc1 (centres undefined)	-33%	11%	-1%	0%	0%	u
O=C(O)CSCc1cn2cc(Cl)ccc2n1	2%	x	11%	5%	-3%	u
CC1CN(CCOCCSc2ccc(Cl)cc2)CC(C)O1 (centres undefined)	2%	10%	-27%	-4%	2%	-10%
Cc1ccc(C)c(NC(=O)Cc2coc3cc4c(cc23)CCC4)c1	6%	u	0%	-7%	2%	u
O=C(CN1C(=O)NC(c2ccccc2)(c2ccccc2)C1=O)NCc1ccccc1	0%	-14%	-19%	8%	x	u
Cc1ccc2[nH]c3c(=O)n(CC(=O)Nc4ccccc4N4CCN(C)CC4)ncc3c2c1	-7%	u	u	-3%	0%	u
CCC(=O)O/N=C(\N)c1ccc(Oc2cc(C)c(Cl)c(C)c2)c([N+](=O)[O-])c1	-3%	-19%	3%	-5%	0%	22%
O=C(CSc1ncccc1C(=O)O)NC1CCCCC1	5%	5%	6%	2%	-1%	33%[activator]
FC(F)(F)COc1cc(-c2nnc(SCc3ccccc3)n2Cc2ccco2)cc(OCC(F)(F)F)n1	-3%	6.6µM*	u	-3%	5%	12µM*
Cc1ccc(S(=O)(=O)NC2=NCN(CC(=O)O)CN2)cc1	-7%	11%	5%	-1%	-3%	30%
CCOC(=O)c1ccccc1NC(=O)c1c(F)c(F)c(F)c(F)c1F	-1%	-5%	10µM*	-10%	-2%	10%
O=c1[nH]c(=O)n(CCc2ccc(F)cc2)c(O)c1C=NCCCN1CCOCC1	-11%	17%	6%	-15%	-1%	24%

Taken from above, 5 compounds:
SMILES	Sm TGR inh	Pf growth 48h	HCV inhibitor	TbPYK inhibitor	LmPK inhibitor	Pf growth 96h
CC(C)(C)n1nnnc1C(c1ccc(C(F)(F)F)cc1)N(Cc1ccc(F)cc1)Cc1ccco1 (centres undefined)	7%	1.9µM*	-13%	-16%	1%	-18%
Cn1c(/C=N/c2nc3ccccc3[nH]2)nc2ccccc21	-10%	13%	19%	-2%	-1%	x
Cc1ccc(C(=O)N/C(=C/c2ccco2)C(=O)N2CCCCC2)cc1	u	-10%	-18%	-11%	-2%	33%[activator]
COc1ccc(CN2CCn3ncc(C(=O)Nc4ccc(Cl)cc4Cl)c3C2=O)cc1	-7%	18%	13%	-7%	3%	-4%
COC(=O)[C@H](CC(C)C)NS(=O)(=O)c1ccccc1	2%	-17%	10%	2%	4%	u

Back to the main list, repeating the 2 entries before the break.
SMILES	Sm TGR inh	Pf growth 48h	HCV inhibitor	TbPYK inhibitor	LmPK inhibitor	Pf growth 96h
CCOC(=O)c1ccccc1NC(=O)c1c(F)c(F)c(F)c(F)c1F	-1%	-5%	10µM*	-10%	-2%	10%
O=c1[nH]c(=O)n(CCc2ccc(F)cc2)c(O)c1C=NCCCN1CCOCC1	-11%	17%	6%	-15%	-1%	24%
Cc1ccsc1CNCCc1ccccc1F	3%	-11%	13%	2%	2%	-4%
COCCCN(C(=S)NC(=O)C12CC3CC(CC(C3)C1)C2)c1c(N)n(Cc2ccccc2)c(=O)[nH]c1=O	7%	u	2%	-10%	1%	u
COc1ccc2sc(N3C(=O)CC(Cc4cccc(C)c4)C3=O)nc2c1 (centres undefined)	6%	7%	2%	0%	8%	121%[activator]
O=C(CC1C(=O)NCCN1C(=O)Nc1ccccc1)Nc1ccc2c(c1)OCO2 (centres undefined)	-19%	6%	16%	-2%	8%	-15%
Cc1ccc2nc3c(cc(C(=O)NCCCn4ccnc4)n3C)c(=O)n2c1	0%	x	-15%	-7%	8%	u
Cc1ccc(NC(=O)C2CCN(S(=O)(=O)c3ccc4c(c3)OCCO4)CC2)nc1	-4%	u	-7%	3%	x	6%
Cc1ccc(CNC(=O)Cc2ccc(Br)cc2)cc1	-14%	50%[activator]	-9%	1%	4%	x
Cc1ccc(CSc2nnc(-c3ccccc3N)c(=O)[nH]2)cc1	3%	x	7%	3%	3%	-14%
Cc1ccc(C(=O)CNc2cccc([N+](=O)[O-])c2)cc1	6%	62%[activator]	8%	8%	8%	12%
CC(=O)c1ccc(N2CCN(C(=O)CCCn3c(=O)[nH]c4ccccc4c3=O)CC2)cc1	8%	u	-33%	8%	16%	5%
CN(CC(N)=O)S(=O)(=O)c1ccc(F)cc1	0%	x	7%	1%	4%	47%
O=C(CCc1nc(-c2ccccc2F)no1)NCc1ccco1	-13%	7%	6%	4%	1%	38%[activator]
CC(=O)N1CCc2cc(S(=O)(=O)CCC(=O)NCc3ccc4c(c3)OCO4)ccc21	2%	44%[activator]	4%	3%	-2%	78%[activator]
O=[N+]([O-])c1ccc2c(c1)[nH]c(=S)n2-c1ccccc1	15%	1%	14%	-23%	-7%	2%
O=C(COC(=O)c1ccc(C(F)(F)F)cc1)NC(=O)NC1CCCC1	-8%	5%	0%	-8%	x	u
O=C(OC1CCOC1=O)c1cncc(Br)c1 (centres undefined)	0%	9%	27%	0%	2%	-13%
CC12CCC(C(=O)N3CCN(c4ccccc4)CC3)(CC1=O)C2(C)C (centres undefined)	5%	-10%	-2%	-10%	0%	x
Cc1c(-c2ccccc2)sc(Br)c1C(=O)N1CCOCC1	1%	x	2%	2%	11%	u
COc1cc(NC(=O)C23CC4CC(C2)CC(n2cnc([N+](=O)[O-])n2)(C4)C3)cc(OC)c1	-25%	-17%	-7%	6%	1%	u
CCN(Cc1cc(=O)n2cc(Cl)c(C)c(Cl)c2n1)Cc1nc2ccccc2c(=O)[nH]1	-26%	u	u	-6%	5%	u
O=C1N(Cc2ccc3c(c2)OCO3)c2ccccc2C1(O)c1c[nH]c2ccccc12 (centres undefined)	2%	u	-8%	-1%	0%	x
O=C(Nc1ccc(Cl)cc1)N(CCCN1CCOCC1)Cc1cccs1	0%	x	-15%	-2%	4%	u
O=C(NCCc1ccccc1)c1ccc(OCCOc2ccccc2)cc1	-11%	10%	-5%	-18%	2%	u
CC(=O)N1CCN(c2ccccc2NC(=O)c2cc(Br)ccc2Cl)CC1	-20%	u	u	5%	-8%	x
CN(Cc1cccs1)C(=O)c1ccc(S(=O)(=O)N2CCCCC2)cc1	11%	-16%	-2%	4%	4%	-7%

Continuation:
SMILES	Sm TGR inh	Pf growth 48h	HCV inhibitor	TbPYK inhibitor	LmPK inhibitor	Pf growth 96h
Cc1ccc(/C=N/NC(=O)c2nnn(-c3nonc3N)c2CSc2ccccc2)cc1	-16%	-9%	-28%	1%	5%	12%
CC(C)NC(=O)c1sc2c(c1C(=O)Nc1cccnc1)CCCC2	-26%	u	u	-4%	5%	u
Cc1ccc(NC2=C/C(=N/S(=O)(=O)c3cccs3)c3ccccc3C2=O)cc1	-19%	u	u	-15%	-8%	4%
CCCNc1nc2c(c(=O)[nH]c(=O)n2C)n1Cc1cccc(Br)c1	1%	-1%	13%	-2%	9%	u
Cc1cccc(C(=O)Oc2ccccc2C2C[C@]3(C)CC(=O)NC3N2C(=O)c2cccc(C)c2)c1 (some centres undefined)	1%	x	4%	-12%	6%	5.9µM*
COc1ccc(CN2CCN(CCc3ccccc3)C(CCO)C2)c(Cl)c1OC (centres undefined)	-1%	u	-21%	-4%	-1%	-16%
CCn1ccnc1CN1CCCC(CO)(Cc2cccc(OC)c2)C1 (centres undefined)	x	-4%	u	6%	5%	u
COc1ccccc1S(=O)(=O)Cc1ccc(C(=O)N2CCN(c3ccccn3)CC2)o1	28µM*	u	-2%	-4%	4%	u
CCOC(=O)CSc1nnc(Cn2nnc(-c3ccccc3)n2)n1C	1%	3%	-2%	1%	-4%	6%
COc1cc(-c2nc(C)c(C(C)=O)n2O)ccc1OCC(=O)Nc1ccc(Cl)cc1	-4%	u	-23%	-18%	1%	u

Fetched one by one from the entries so far, 6 records:
SMILES	Sm TGR inh	Pf growth 48h	HCV inhibitor	TbPYK inhibitor	LmPK inhibitor	Pf growth 96h
COc1cc(-c2nc(C)c(C(C)=O)n2O)ccc1OCC(=O)Nc1ccc(Cl)cc1	-4%	u	-23%	-18%	1%	u
COc1ccccc1S(=O)(=O)Cc1ccc(C(=O)N2CCN(c3ccccn3)CC2)o1	28µM*	u	-2%	-4%	4%	u
CC(C)NC(=O)c1sc2c(c1C(=O)Nc1cccnc1)CCCC2	-26%	u	u	-4%	5%	u
Cc1ccc(/C=N/NC(=O)c2nnn(-c3nonc3N)c2CSc2ccccc2)cc1	-16%	-9%	-28%	1%	5%	12%
CCOC(=O)CSc1nnc(Cn2nnc(-c3ccccc3)n2)n1C	1%	3%	-2%	1%	-4%	6%
CCn1ccnc1CN1CCCC(CO)(Cc2cccc(OC)c2)C1 (centres undefined)	x	-4%	u	6%	5%	u
